PLC-beta3 inh: human PLC-beta3 inhibitors, primary screen, biochemical, fluorescence; 1-phosphatidylinositol 4,5-bisphosphate phosphodiesterase beta-3 (Homo sapiens), Q01970; Purified PLC-beta3, fluorogenic substrate; inhibition, % at 12.2 µM; hit rate 0.18% among 370,000; AID 720704, 2013; in the data active = inhibition above about 11%;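 also: 0% = median of compound wells on plate and 100% = full blocker control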
MBD2 inh: inhibitors of MBD2 binding to methylated DNA, primary screen, biochemical, TR-FRET, DNA-binding domain, human. MBD2 binding to methylated oligonucleotide. inhibition, % at 4.4 µM. Methyl-CpG-binding domain protein 2 (Homo sapiens), Q9UBB5. hit rate 0.31% among 370,000; in the data active = inhibition above about 13%
DAX1 inh-1: DAX1 (NR0B1) inhibitors on StAR promoter, primary screen, cell-based, luminescence, SF-1 (NR5A1), full-length DAX-1; HEK293T StAR-luciferase reporter, SF-1/DAX-1 repression relief; inhibition, % at 6.8 µM; hit rate 1.1% among 370,000; AID 652010, 2013;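 active = inhibition above the mean over all tested compounds plus 3 SD, cut at about 3.6% in these data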;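 also: 0% = DAX-1 cells with DMSO and 100% = cells lacking DAX-1 with DMSO; higher inhibition means more luminescence from relief of DAX-1 repression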
ADAM17 inh: ADAM17 inhibitors, primary screen, biochemical, QFRET | Disintegrin and metalloproteinase domain-containing protein 17 (Homo sapiens), P78536 | recombinant ADAM17, EDANS/DABCYL FRET peptide cleavage | inhibition, % at 6.95 µM | hit rate 0.83% among 370,000;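 active = inhibition above the mean of compounds lying between control limits plus 3 SD, set per campaign, cut at about 8.5% in these data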;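 also: 0% = DMSO-only wells as the low control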
ssDAF12 agonist: S. stercoralis DAF-12 nuclear receptor activators, primary screen, cell-based, luminescence, HEK293, GRIP1 co-expression, lit1-tk-luc | activation, % at 6.8 µM | HEK293 ssDAF-12/GRIP1 lit1-tk-luc reporter; % of 3 µM dafachronic acid response | hit rate 1% among 370,000 | Nuclear hormone receptor DAF-12 (Strongyloides stercoralis);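 active = activation above the mean over all tested compounds plus 3 SD, cut at about 0.9% in these data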;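 also: 0% = DMSO-only wells and 100% = 3 µM delta7-dafachronic acid wells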
hgDAF12 agonist: H. glycines DAF-12 receptor agonists, primary screen, cell-based, luminescence, HEK293, GAL4 fusion, UAS-luciferase | Nuclear hormone receptor DAF-12 (Heterodera glycines), GAL4 fusion | HEK293 GAL4-hgDAF12 UAS-luciferase reporter, agonist luminescence; normalized to butyrate control | activation, % at 6.8 µM | hit rate 1.8% among 370,000;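 active = activation above a cutoff set at the mean of all screened compounds plus 3 SD, cut at about 10% in these data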;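 also: 0% = DMSO wells and 100% = sodium butyrate wells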
SMARCA2 act: SMARCA2 (BRM) function activators, primary screen, cell-based, luminescence, high throughput; AID 652017, 2013; hit rate 1% among 370,000; MG213 cells, MMTV-luciferase reporter, dexamethasone, overnight; activation, % at 9.1 µM; in the data active = activation above about 7.8%;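 also: 0% = vehicle wells and 100% = reference activator wells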
PLC-gamma1 inh: PLC-gamma1 enzyme inhibitors, primary screen, biochemical, fluorescence, purified enzyme. AID 720700, 2013. 1-phosphatidylinositol 4,5-bisphosphate phosphodiesterase gamma-1 (Homo sapiens), P19174. fluorogenic substrate. inhibition, % at 12.2 µM. hit rate 0.84% among 370,000; in the data active = inhibition above about 9.5%
hcDAF-12 act: H. contortus DAF-12 nuclear receptor activators, primary screen, cell-based, luminescence, HEK293, lit1-tk-luc reporter; HEK293 hcDAF-12 lit1-tk-luc reporter; 0% DMSO, 100% Δ7-dafachronic acid; activation, % at 6.8 µM; hit rate 1.4% among 370,000;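 active = activation above the mean of all tested compounds plus 3 SD, cut at about 5.5% in these data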;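 also: 100% = response to 3 µM Δ7-dafachronic acid high control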
NR1D1 modulator: modulators of Rev-erb alpha DNA binding, primary screen, biochemical, FITC-DNA, fluorescence polarization, uHTS; Nuclear receptor subfamily 1 group D member 1 (Homo sapiens), P20393; activity, % at 10 µM; AID 1259318, 2017; hit rate 0.79% among 370,000; Rev-erbα–FITC-DNA binding, 90 min;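 active = activity above about 14%, limit read from the data; passing the limit was not always enough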;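 also: 0% = DMSO wells with 35 nM protein and 100% = DMSO wells with 750 nM protein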
DAX1 inh-2: DAX1 (NR0B1) inhibitors, primary screen, cell-based, HEK293, Gal4-DAX1, luciferase luminescence. AID 504766, 2011. HEK293 Gal4-DAX1 luciferase reporter. hit rate 0.99% among 340,000. inhibition, % at 6.75 µM. Nuclear receptor subfamily 0 group B member 1 (Homo sapiens), P51843;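 active = inhibition above the mean over all tested compounds plus 3 SD, cut at about 4.2% in these data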;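 also: 0% = DAX1-transfected cells with DMSO and 100% = empty-vector control cells with DMSO; inhibition shows as a rise in luminescence from relieved DAX1 repression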
The depositor's hits bear a star; . = no result given.

Second line of a record: PLC-beta3 inh	MBD2 inh	DAX1 inh-1	ADAM17 inh	ssDAF12 agonist	hgDAF12 agonist	SMARCA2 act	PLC-gamma1 inh	hcDAF-12 act	NR1D1 modulator	DAX1 inh-2
1	COc1ccc2[nH]c(=O)c(CN(C(=O)NC3CCCCC3)C3CCCC3)cc2c1
 : -4	3	-0.3	-14	-1.0	-0.5	-5	-3	-0.7	4	-0.8
2	Cc1ccc(NC(=O)C2(C)CCN2C(=O)C2CCCCC2)cc1C (centres undefined)
 : 3	1	1.0	4	-0.4	-2.7	-6	2	-0.3	-2	.
3	CCCNC(=O)C1CN(C(=O)c2nn(Cc3ccccc3)c(=O)c3ccccc23)c2ccccc2O1 (centres undefined)
 : -4	-2	1.1	-1	-1.2	-2.0	1	0	0.4	6	0.1
4	Cc1cccc(C)c1NC(=O)C(NC=O)c1ccccc1 (centres undefined)
 : 2	-5	0.1	-3	-1.2	-1.4	2	-4	-1.5	-2	0.2
5	CC(C)(ONC(=O)Nc1ccccc1Cl)C(=O)O
 : -7	0	0.1	-1	-0.6	0.5	2	3	1.6	1	3.1
6	O=C(O)CCC(C(=O)O)N1C(=O)C2C3CCC(C3)C2C1=O (centres undefined)
 : 1	0	-0.7	-6	-0.7	-1.6	-2	6	1.1	-9	0.8
7	COc1ccc([N+](=O)[O-])cc1NC(=S)NC(NC(C)=O)C(Cl)(Cl)Cl (centres undefined)
 : -2	-3	0.7	2	-1.5	1.0	-3	4	-0.2	7	-0.7
8	O=S(=O)(CCN1CCSCC1)c1ccc(Cl)cc1
 : 1	-1	-0.3	2	-1.0	-0.8	2	3	-1.1	-1	-1.6
9	O=C(O)c1cc2c(cc1Cl)N1CCCCCC1=NS2(=O)=O
 : 0	-3	-0.3	2	-1.3	-2.9	-3	19*	-0.3	1	1.4
10	O=C(NC1CCCC1)c1n[nH]c2ccccc12
 : -2	-5	2.6	-6	-1.0	8.4	2	3	1.4	1	1.6
11	Cc1ccc2[nH]c(O)c(N=NC(N)=S)c2c1
 : -3	-22	-0.2	3	-1.4	-1.4	3	6	-2.1	-4	-1.1
12	O=C(CNC(=O)c1cc(=O)[nH]c2ccccc12)Nc1ccc(F)c(F)c1
 : -50	-2	0.2	-27	-0.7	-2.4	-1	-32	2.7	-7	7.5*
13	Cc1ccc(/C=[N+](\[O-])c2ccc(N(C)C)cc2)c2nsnc12
 : -3	-7	-1.2	0	-0.8	-4.5	3	1	1.1	-1	-2.3
14	N#CC1(Cc2ccccc2)c2ccccc2C=CN1C(=O)c1ccccc1 (centres undefined)
 : -5	2	-0.6	1	-1.3	2.3	2	-2	-2.2	5	-0.8
15	O=C1CC(N2CCCCC2)C(=O)N1c1ccccc1 (centres undefined)
 : 4	1	0.2	-1	-1.4	-0.2	3	4	0.0	-1	0.1
16	COc1cccc2c1cc1c(=O)n(CC(=O)N3CCC(C)CC3)nc(C)n12
 : -271	0	0.0	-212	-1.1	-1.7	0	-168	-1.3	-4	0.4
17	Cc1cc(=O)oc2cc(OCC(=O)N3CCOCC3)ccc12
 : -28	0	0.1	-34	-1.3	1.7	2	-25	-1.3	-3	-0.5
18	CSc1ccccc1NC(=O)Nc1cccc(Cl)c1Cl
 : 2	-5	-0.7	-4	-1.5	3.1	-3	2	0.3	-1	-1.0
19	CCc1cc2c(nc1CC)CCCN2S(=O)(=O)c1ccccc1C
 : -5	-1	-1.0	-4	-0.4	-2.8	1	-2	-2.6	4	.
20	CCOCC(=O)Nc1nc2ccc(OCC)cc2s1
 : 4	0	0.8	-1	-0.8	11*	5	1	2.6	1	0.8
21	O=C(NCCOc1ccc(F)cc1)C1CCC(=O)N(CCN2CCOCC2)C1 (centres undefined)
 : 5	-5	0.6	6	-1.6	3.8	-1	8	-0.4	6	0.4
22	Cn1c(NC(=O)C(C)(C)Oc2ccc(Cl)cc2)cc(=O)n(C)c1=O
 : 2	1	-0.4	0	-1.8	-0.3	-1	-1	-2.5	3	-1.2
23	CCOC(=O)N1CCN(c2cc(=O)n(Cc3ccc(F)cc3)c(=O)[nH]2)CC1
 : 0	-5	0.2	-5	-1.0	-2.0	-3	-1	-0.4	3	-0.3
24	COc1ccc(Cl)cc1-c1noc([C@@H]2O[C@H](CO)[C@H](O)[C@H](O)[C@H]2O)n1
 : 0	-5	-0.1	-5	-1.4	-2.5	-1	1	1.4	1	.
25	c1ccc(CCn2c(SCc3ccccc3)nnc2-c2ccncc2)cc1
 : 2	-5	-1.2	4	-0.8	0.2	-5	9.9*	-2.6	1	-0.1
26	COc1cccc(NC(=S)N2CCN(C(c3ccccc3)c3ccccc3)CC2)c1
 : 2	-2	0.0	2	-1.4	1.6	-1	2	0.0	3	-0.8
27	CCN(CC)S(=O)(=O)c1ccc(NC(=O)c2cc(=O)[nH]c3ccccc23)cc1
 : -36	4	0.6	-15	-1.0	-1.4	-2	-19	0.5	-3	-1.4
28	CCN1CCN(c2ccc(NC(=O)c3cccc4ncccc34)cc2)CC1
 : -9	-3	0.0	-4	0.2	2.7	-2	4	3.6	4	0.8
29	O=C(O)CC(NC(=O)c1cccc(F)c1)c1ccc(OC2CCCC2)cc1 (centres undefined)
 : -11	5	0.0	-3	-1.1	-0.1	-3	-3	-1.4	1	0.4
30	Cc1ccc(S(=O)(=O)CNC(=S)c2cccc(Cl)c2)cc1
 : 8	3	0.8	11*	-0.8	-1.9	2	0	1.5	3	0.0
31	Cc1nn(Cc2ccc(Cl)c(Cl)c2)c(C)c1NC(=O)c1cc(-c2ccc3c(c2)OCO3)on1
 : 6	0	0.3	0	-1.2	-0.6	-4	-3	-1.4	-1	-0.7
32	Oc1ccc(C[C@H]2CN([C@@H](Cc3ccc(O)cc3)CN3CCC[C@@H]3CN3C(=S)NC[C@@H]3Cc3ccccc3)C(=S)N2CC2CCCCCC2)cc1
 : -2	1	0.0	5	-0.7	-2.7	1	0	-2.8	1	.
33	Cc1cccc(N2CCN(Cc3c(C)n(C)n(-c4ccccc4)c3=O)CC2)c1C
 : -1	1	-1.2	0	-1.6	0.1	1	-5	-2.1	-5	-1.8
34	COC(=O)c1c(C)[nH]c(C(=O)C(C)OC(=O)C2CC(=O)N(c3ccc(C)cc3)C2)c1C (centres undefined)
 : -4	5	-2.7	-1	-1.8	1.3	1	-1	-0.1	1	-0.3
35	O=C(Oc1ccc(/C=N/Nc2ccccc2)cc1)c1ccccc1
 : 0	-1	-0.4	-1	0.0	3.2	0	-1	0.9	-1	-0.2
36	CC(=O)c1ccc(N2CCN(C(=O)/C=C/c3ccc(S(=O)(=O)NCc4ccco4)cc3)CC2)cc1
 : -27	6	-3.2	-1	-2.2	-7.1	-7	-12	-4.8	6	-1.9
37	CC(=O)Nn1cc2c(c1-c1ccccc1)c(=O)n(C)c(=O)n2C
 : -4	0	-0.3	-6	-1.3	-0.4	-1	-2	0.4	2	1.0
38	Cc1ccc(/C=C/C(=O)OCC(=O)NC(C)C)o1
 : 4	-1	0.1	-1	0.2	0.7	-3	2	0.4	6	0.9
39	O=C(CSc1nc2ccccc2c(=O)n1-c1ccc(F)cc1)Nc1ccc2c(c1)CCC2
 : 2	1	-1.1	1	-1.9	-0.3	-1	3	1.6	9	-1.4
40	Cc1cc(N)c2ccccc2n1
 : -8	5	0.2	-3	-0.9	0.7	-1	4	0.5	.	1.3
41	O=C(Nc1cccc(Cl)c1)C1C2C=CC3(O2)C1C(=O)N(CCN1CCCCC1)C3C(=O)NC1CCCCC1 (centres undefined)
 : -5	-2	0.6	-2	-0.8	-0.6	2	-2	0.8	1	1.0
42	COCCN1C(=O)N(c2cccc(OC)c2)C(=O)C1CC(=O)Nc1cccc(F)c1 (centres undefined)
 : -5	3	-0.5	-2	-1.7	-1.6	-2	3	-1.1	-6	0.3
43	CCCn1c(=S)[nH]c2sc3c(c2c1=O)CCCC3
 : -5	3	0.1	-1	-0.9	3.7	-1	3	0.6	-6	0.7
44	Cc1ccc(NC(=O)CC2Oc3ccc(C)cc3NC2=O)c(C)c1 (centres undefined)
 : -4	0	-0.2	1	-0.9	2.0	-2	2	0.8	-2	-1.1
45	CC1Sc2ccc(C(=O)O)cc2NC1=O (centres undefined)
 : -1	-7	0.3	0	-1.1	6.4	2	0	0.3	5	0.1
46	CCCOC(=O)c1cccc(NC(=O)COc2ccc([N+](=O)[O-])cc2)c1
 : 1	0	-0.8	0	-1.8	-3.3	-4	1	-2.8	-1	-0.8
47	Cc1ccc(C(=O)N/N=C2\CC3CC=CC23)c(C)c1 (centres undefined)
 : 2	-7	-0.4	1	-0.8	6.7	8.1*	2	0.7	3	5.7*

An excerpt from above, reduced to hgDAF12 agonist.
entry | structure | hgDAF12 agonist
40 | Cc1cc(N)c2ccccc2n1 | 0.7
42 | COCCN1C(=O)N(c2cccc(OC)c2)C(=O)C1CC(=O)Nc1cccc(F)c1 (centres undefined) | -1.6

Bioassay records (PubChem)
